Screening results: PubChem BioAssay, National Center for Advancing Translational Sciences (NCATS)
Tau fibril FP: tau fibrillization inhibition (FP); P10636; K18 P301L tau heparin fibrillization, Alexa594 FP, 6 h; Potency, µM (series often up to 57.7 µM), for inactives: at the highest dose activity, negative = inhibition, actives largely listed as inhibitors; 280,000 tested, 0.39% active; note: % is set by controls: 0 for no effect and ±100 for the full control effect; nearly all actives have a fitted effect of over 55% in size
Target sequence (P10636 561-689 P618L limits assumed): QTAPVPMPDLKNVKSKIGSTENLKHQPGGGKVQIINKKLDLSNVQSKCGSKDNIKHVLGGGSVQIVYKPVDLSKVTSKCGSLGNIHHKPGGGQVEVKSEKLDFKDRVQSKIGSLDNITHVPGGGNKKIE
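Read-out: fluorescence polarization of Alexa 594-labeled tau (0.24 uM), 555 nm excitation, 632 nm emission. Mixtures held 15 uM unlabeled K18 P301L, compound and 20 uM heparin, pH 7 acetate buffer, incubated 6 hr at 37 C.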
HttQ103 aggreg: mutant huntingtin aggregation inhibition; PC12 HttQ103-GFP aggregates, Acumen cytometry, 40 h; Potency, µM (top dose mostly 46.1 µM), for inactives: at the top dose activity change, negative = inhibition, most hits filed as inhibitors; 220,000 tested, 1.1% active; AID 1688; note: % is set by controls: 0 for no effect and ±100 for the full control effect; nearly all actives have a fitted effect of over 60% in size
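PC12 cells stably carrying ecdysone-inducible HTT exon 1 Q103–GFP were induced with tebufenozide (100 nM final) and treated with library compounds in titration. GFP aggregates in lysates were counted by laser scanning cytometry.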
HTT cytoprotect: protects HTT-Q103 PC12 cells, measured by ATP. AID 1471. Potency, µM (top dose mostly 56.4 µM), for inactives: cytoprotection (ATP increase), usual class: activators. PC12 HTT-Q103 induced, cytoprotection, ATP luminescence, 40 h. 230,000 tested, 0.14% active;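 note: % of control where 0% means no effect; nearly all actives have a fitted effect of over 45% in size; toxic huntingtin expression switched on by the ecdysone agonist tebufenozide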
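Readout: ATPlite luminescence (ATP level). Model: stable PC12, inducible Htt exon1 Q103-GFP. Inducer: tebufenozide, 100 nM final. Compounds: dose series. No G418 in medium.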
SMN2 splice up: increases expression of the SMN2 splice variant; 210,000 tested, 2.8% active; Potency, µM (series often up to 46.1 µM), for the others: at the top dose activity change, positive = activation, most hits filed as activators; HEK293 SMN2-luciferase splicing reporter, luminescence, 30-36 h; AID 1458; note: % of control where 0% means no effect; nearly all actives have a fitted effect of over 55% in size
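HEK293 cells carry an SMN2 minigene-luciferase reporter in which exon 7 inclusion puts luciferase in frame. Cells were seeded at 2000 cells/well, attached for 10-12 hours, then exposed to compounds for 30-36 hours at 37C before ONE-Glo luminescence.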
Tau ThT inhib: blocks human tau fibril formation measured by thioflavin T. recombinant tau K18 P301L, heparin-induced fibrillization, ThT fluorescence. Potency, µM (titrated, usually from 57.4 µM), for the others: at the highest dose activity, negative = inhibition, actives largely listed as inhibitors. 270,000 tested, 2.1% active. AID 1460; note: % is set by controls: 0 for no effect and ±100 for the full control effect; nearly all actives have a fitted effect of over 55% in size
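K18 P301L tau (15 uM + 0.24 uM Alexa 594-tagged), heparin 20 uM, NaOAc pH 7, 6 h 37 C; ThT 30 uM, 1 h RT, ex 450/em 510 nm.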
KDM4E inh: inhibitors of human JMJD2E histone demethylase; JMJD2E catalytic domain, FDH-coupled NADH fluorescence (FDH is formaldehyde dehydrogenase); Potency, µM (series often up to 57.1 µM), for the others: at the top dose activity change, negative = inhibition, actives largely listed as inhibitors; 230,000 tested, 1.6% active; active = well fitted inhibition curve with a large enough effect, not every such curve was filed as active; inconclusive = small, poorly fitted or top-dose-only effect, or another doubt; inactive = no such curve, though single readings can be large or run the other way;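 note: 0% = wells with enzyme and -100% = buffer wells without enzyme; nearly all actives have a fitted effect of over 50% in size; many of its hits are not listed in these tables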
Target sequence (B2RXH2 1-337 limits assumed): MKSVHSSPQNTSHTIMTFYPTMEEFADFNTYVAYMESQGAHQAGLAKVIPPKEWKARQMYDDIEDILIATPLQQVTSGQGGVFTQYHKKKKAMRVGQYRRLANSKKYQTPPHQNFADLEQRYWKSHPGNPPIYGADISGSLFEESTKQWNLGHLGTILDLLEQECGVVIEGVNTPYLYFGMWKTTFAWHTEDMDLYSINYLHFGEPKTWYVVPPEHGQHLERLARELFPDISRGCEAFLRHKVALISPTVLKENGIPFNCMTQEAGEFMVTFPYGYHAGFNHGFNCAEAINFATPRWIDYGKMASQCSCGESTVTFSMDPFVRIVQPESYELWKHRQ
Tau fluor counter: counter-screen for tau fibril formation inhibitors; 280,000 tested, 0.93% active; tau K18 P301L (four-repeat tau fragment) Alexa594 fluorescence, heparin fibrillization; AID 1463; Potency, µM (highest dose often 57.7 µM), inactives show at the highest dose activity change, negative = decrease; note: % is set by controls: 0 for no effect and ±100 for the full control effect; nearly all actives have a fitted effect of over 55% in size
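Human K18 P301L tau (15 uM unlabeled plus 0.24 uM Alexa 594-labeled, final) in 100 mM sodium acetate pH 7 was mixed with compound and 20 uM heparin and incubated 6 hr at 37 C.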
ALDH1A1 block: ALDH1A1 (human) enzyme inhibition. Purified ALDH1A1, NADH fluorescence, propionaldehyde substrate. Potency, µM (highest dose often 75.3 µM), without a hit: at the top dose activity, negative = inhibition, most hits filed as inhibitors. P00352. 220,000 tested, 7.3% active. AID 1030; active = well fitted inhibition curve with a large enough effect, not every such curve was filed as active; inconclusive = small, poorly fitted or top-dose-only effect, or another doubt; inactive = no such curve, though single readings can be large or run the other way;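 note: plate controls were no enzyme wells and a reference inhibitor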
Target sequence (P00352 whole entry, looked up): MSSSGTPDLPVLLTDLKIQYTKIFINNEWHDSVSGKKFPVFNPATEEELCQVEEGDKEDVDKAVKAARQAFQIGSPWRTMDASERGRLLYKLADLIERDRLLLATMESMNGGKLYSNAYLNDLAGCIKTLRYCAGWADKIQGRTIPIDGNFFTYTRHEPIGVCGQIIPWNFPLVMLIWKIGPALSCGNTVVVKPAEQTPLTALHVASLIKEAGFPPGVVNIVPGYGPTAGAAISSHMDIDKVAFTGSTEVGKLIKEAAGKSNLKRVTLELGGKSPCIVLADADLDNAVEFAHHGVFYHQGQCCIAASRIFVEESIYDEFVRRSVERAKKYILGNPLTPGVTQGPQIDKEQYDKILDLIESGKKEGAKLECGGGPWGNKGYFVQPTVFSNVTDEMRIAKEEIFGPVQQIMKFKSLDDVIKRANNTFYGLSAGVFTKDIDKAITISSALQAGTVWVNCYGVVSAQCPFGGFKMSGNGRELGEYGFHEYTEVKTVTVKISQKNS
The depositor's hits bear a star; ? = inconclusive; nt = not tested or not shown; & = joins results of further samples; [ ] = another dose, or the depositor's remark. Unless noted, calls come from the whole dose curve; as a rule, active = well fitted curve in the direction sought with a large enough effect; inconclusive = small, poorly fitted or top-dose-only effect, or another doubt; inactive = no such curve, though single readings can be large; an effect the other way counts as inactive or inconclusive. Potency is the fitted concentration of half-maximal effect. A portion of the library, so the mix of outcomes need not match the whole.

SMILES | Tau fibril FP | HttQ103 aggreg | HTT cytoprotect | SMN2 splice up | Tau ThT inhib | KDM4E inh | Tau fluor counter | ALDH1A1 block
CCOc1ncccc1C(=O)OCC(=O)c1cccc(Br)c1 | -8% | 24% | -32%[inhibitor] | 12% | -5% | -1% | -16% | -2%
COCCNC(=O)c1ccc(Cn2c(=S)[nH]c3cc4c(cc3c2=O)OCO4)cc1 | -5% | 25% | -22% | -15% | -21% | -3% | -16% | -1%
CCOc1ccc(Nc2nc(Cc3nnc(SCC(=O)NCC4CCCO4)n3C)cs2)cc1 (stereo unspecified) | 3% | ? | -14%[10 µM] | -7% | -16% | -6% | -9% | -4%
O=c1[nH]c(-c2ccc(Cl)cc2)nc(=S)[nH]1 | 1% | 13%[9.22 µM] | 19%[10 µM] | nt | nt | -3% | 2% | nt
COc1ccc(/C(C)=N/Nc2ccccc2Cl)c(O)c1 | -13% | 5%[9.22 µM] | -1%[10 µM] | nt | ? | -28% | ? | nt
CCOC(=O)C1=C(C)NC2=C(C(=O)CCC2)C1c1cn(Cc2ccc(Cl)cc2Cl)nc1-c1ccccc1 (stereo unspecified) | -2% | ? | -48%[inhibitor] | -19% | -15% | ? | -9% | ?
CCOC(=O)C1(O)Oc2cc(OC)cc(OC)c2C(=O)C1c1ccccc1 (stereo unspecified) | -4% | nt | nt | -4% | -10% | ? | -11% | ?
O=S(=O)(CCC(F)=C(F)F)c1nnnn1C1CCCCC1 | ? | nt | 4µM* | 7% | -1% | -6% | 4% | 18%
CC1(C)CC(=O)c2cc(C(=O)Nc3ccc(Br)cc3)c(=O)[nH]c2C1 | 0% | nt | nt | 2% | -1% | nt | -5% | nt
CC(=O)CSc1nc(N)c(C#N)c(-c2cccs2)c1C#N | -7% | 14µM* | 24% | -24% | ? | 0% | -23% | ?

Pulled by structure from above, 6 records:
SMILES | Tau fibril FP | HttQ103 aggreg | HTT cytoprotect | SMN2 splice up | Tau ThT inhib | KDM4E inh | Tau fluor counter | ALDH1A1 block
O=S(=O)(CCC(F)=C(F)F)c1nnnn1C1CCCCC1 | ? | nt | 4µM* | 7% | -1% | -6% | 4% | 18%
O=c1[nH]c(-c2ccc(Cl)cc2)nc(=S)[nH]1 | 1% | 13%[9.22 µM] | 19%[10 µM] | nt | nt | -3% | 2% | nt
CCOc1ccc(Nc2nc(Cc3nnc(SCC(=O)NCC4CCCO4)n3C)cs2)cc1 (stereo unspecified) | 3% | ? | -14%[10 µM] | -7% | -16% | -6% | -9% | -4%
CCOC(=O)C1(O)Oc2cc(OC)cc(OC)c2C(=O)C1c1ccccc1 (stereo unspecified) | -4% | nt | nt | -4% | -10% | ? | -11% | ?
CCOc1ncccc1C(=O)OCC(=O)c1cccc(Br)c1 | -8% | 24% | -32%[inhibitor] | 12% | -5% | -1% | -16% | -2%
CCOC(=O)C1=C(C)NC2=C(C(=O)CCC2)C1c1cn(Cc2ccc(Cl)cc2Cl)nc1-c1ccccc1 (stereo unspecified) | -2% | ? | -48%[inhibitor] | -19% | -15% | ? | -9% | ?

Carrying on:
SMILES | Tau fibril FP | HttQ103 aggreg | HTT cytoprotect | SMN2 splice up | Tau ThT inhib | KDM4E inh | Tau fluor counter | ALDH1A1 block
Cc1cc(C(=O)CSc2nncs2)c(C)n1-c1c(C)n(C)n(-c2ccccc2)c1=O | 2% | ? | 17%[10 µM] | -8% | -6% | 1% | -1% | -1%
N#Cc1c(NC(=O)CSc2nnnn2C2CCCC2)sc2c1CCCC2 | -1% | -6% | 16%[1.9 µM] | -18% | 11% | 9% | 9% | 3.5µM*
O=C(N/N=C\c1ccc(Cl)cc1)C1=NOC2COC3(CCN(c4ccc([N+](=O)[O-])cc4)CC3)OCC12 (stereo unspecified) | -18% | -12%[9.22 µM] | -5%[10 µM] | nt | nt | -4% | -4% | nt
CN(Cc1ccccc1)C(=O)COC(=O)c1ccc(Cl)cc1N | 7% | -4% | -3% | -2% | 0% | ? | -7% | ?
N#CCc1c(C#N)c(N)nc(N2CCCC(O)C2)c1C#N (stereo unspecified) | 6% | -18% | 2% | 10% | -2% | ? | 3% | 3.5µM*
CC(=O)N1N=C(c2ccncc2)OC1(Cc1ccccc1)Cc1ccccc1 | 2% | 7%[9.22 µM] | -7%[10 µM] | nt | ? | ? | -17% | nt
CCNC(=O)NC(=O)C(C)OC(=O)c1oc2ccc(OC)cc2c1C (stereo unspecified) | -5% | 5% | 1% | 5% | -14% | ? | -14% | ?
Cc1ccc(S(=O)(=O)N2CCSC2=Nc2ccccc2)cc1 | ? | -8%[9.22 µM] | -12%[10 µM] | nt | -2% | -6% | -24% | nt
Cc1ccc(C(=O)NNC(=O)C2CCCN(c3ncccn3)C2)cc1 (stereo unspecified) | 0% | -4% | -12% | 5% | -3% | ? | -5% | 0%
CC(=O)c1c(C)n(-c2ccccc2)c2ccc(O)cc12 | 7% | 10µM* | 26% | ? | 2% | 7% | -7% | -3%
CCC(C)NS(=O)(=O)c1ccc(OCC(=O)NCc2cccnc2)cc1 (stereo unspecified) | 0% | -15% | -17% | -1% | -8% | 9% | -4% | 18%
O=C(COC(=O)Cn1cnc2ccccc21)Nc1cccc(S(=O)(=O)N2CCOCC2)c1 | 0% | 7% | -16% | -22% | -2% | -5% | -2% | ?
COc1ccc(-n2c3c(cc(C(=O)NCc4ccco4)c2=O)C(=O)CC(C)(C)C3)cc1 | -8% | 11%[9.22 µM] | 0%[10 µM] | nt | -4% | ? | 1% | ?
CC(C)(C)NC(=O)C(c1ccc(O)cc1)N(C(=O)CCC(=O)Nc1nccs1)c1ccc(F)cc1 (stereo unspecified) | -3% | 1%[9.22 µM] | 4%[10 µM] | nt | -7% | 0% | -13% | -1%
O=C(N/N=C/c1ccc(Sc2nc3ccccc3[nH]2)o1)c1ccncc1 | 1% | -17% | nt | 0% | -13% | 6% | 6% | -6%
Cc1cc(C)n(C2CC(=O)N(c3ccccc3)C2=O)n1 (stereo unspecified) | 3% | -8% | -14%[10 µM] | -25% | -1% | 2% | 1% | 6%
CCOC(=O)C1(Cc2ccc(OC)cc2)CCN(C(=O)CN2CCN(CC)CC2)CC1 | -4% | 6% | -33%[inhibitor] | nt | -12% | 2% | 2% | 25µM*
CC(C)CC1OCCC=CC1C (stereo unspecified) | 4%[11.6 µM] | nt | -4%[10 µM] | nt | -8%[11.5 µM] | nt | -6%[11.6 µM] | 6%[13.5 µM]
C/C(=N\NC(=O)c1cc(C)nc2ccccc12)c1ccc([N+](=O)[O-])cc1 | 7% | -15% | -70%[inhibitor] | -16% | ? | -5% | -6% | 1%
CCOC(=O)CNC(=O)CSc1nc2ncc(Br)cc2[nH]1 | -4% | -3% | 0% | -3% | -4% | 3% | 0% | 9%
Cn1c(=O)oc2cc(S(=O)(=O)N3CCC(C(=O)NCC4COc5ccccc5O4)CC3)ccc21 (stereo unspecified) | 3% | 19% | -12% | -7% | -1% | 0% | 5% | 2%
COc1ccc(-c2cc(-c3cccs3)c(C#N)c(SCC(=O)NCc3ccco3)n2)cc1 | -15% | ? | -6%[10 µM] | 13% | -7% | ? | -9% | ?
CC1(C(=O)O)C=CCN1C(=O)c1ccccc1 (stereo unspecified) | 0%&1% | 8% | 16% | -7%&8% | -7%&-14% | -4%&-10% | -8%&-19% | 8%&2%
Cc1noc(C)c1C(=O)OCC(=O)NC(=O)NC12CC3CC(CC(C3)C1)C2 | 1% | -4% | 9%[10 µM] | 11% | 4% | 0% | -1% | -5%
O=S(=O)(c1cc(Br)c(Cl)s1)N1CCCC1 | -3% | -19%[9.22 µM] | -11%[10 µM] | nt | 13% | 1% | 4% | -4%
Nc1c(S(=O)(=O)c2cccs2)c2nc3ccccc3nc2n1/N=C/c1cccc(O)c1 | 7.9µM* | ? | -57%[inhibitor] | -5% | 0% | ? | 3.2µM*[quencher] | ?
Cn1ncc(C#N)c1/N=C/N1CCCCC1 | -1% | ? | 20% | ? | 0% | 7% | 4% | 8%
CCOC(=O)c1ccc(NC(=O)CCc2c(C)nc3nc[nH]n3c2=O)cc1 | -7% | nt | nt | 1% | -10% | nt | -9% | nt
CC(OC(=O)CCC(=O)c1cccs1)C(=O)Nc1ccc(Cl)cn1 (stereo unspecified) | -11% | 3% | 30%[10 µM] | 5% | 2% | -1% | -3% | 6%
COc1cc(/C=N\Nc2nc3ccccc3o2)cc(OC)c1OC | 5% | -10% | -2%[10 µM] | 4% | ? | -26% | -26% | 7%
COc1ccc(NC(=O)CSc2nnc(C3CCCCC3)n2N)cc1 | 8% | 3%[9.22 µM] | 19%[10 µM] | nt | 1% | 3% | 3% | nt
N[C@H](C(=O)O)[C@H]1C[C@@H]1C(=O)O | 1%&3% | nt | -20% | 3%&-3% | -6%&-2% | 7% | -5%&-9% | 9%&7%
Cc1ccc(C(=O)Nc2c(C)cc(-c3ccc(Cl)cc3)oc2=O)cc1 | -3% | -9% | -19% | 17% | 4% | ? | 5% | ?
CC(C)(C)c1cc[n+](CC(=O)Nc2cc(C(F)(F)F)ccc2N2CCOCC2)cc1 | 3% | 5% | -23% | 2% | 7% | -2% | 0% | 12%
CCn1cc(C2=NOC(C(=O)Nc3cccc(C(C)=O)c3)C2)c(C)n1 (stereo unspecified) | -12% | 0.79µM* | 8%[10 µM] | nt | -2% | -6% | -13% | 3%
CC(C)CN(CC(C)C)C1=N/C(=C\c2ccco2)C(=O)N1c1ccccc1 | -9% | 11% | -39%[inhibitor] | -47% | ? | ? | -23% | 13µM*
Cc1[nH]c2ccccc2c(=O)c1SC(F)(F)C(F)C(F)(F)F (stereo unspecified) | -3% | -2% | -12% | -4% | -6% | 1% | -6% | 0%
CN(C(=O)c1ccccc1Cl)C1CCCCC1 | 0% | 10% | -8% | 53% | -6% | -7% | 0% | 1%
